Fluor 339 460 – intrinsic fluorescence of library compounds, ex339/em460 – biochemical, MLSMR library, data from DPM-DC assay, artefact control, profiling panel; compound autofluorescence, ex339/em460 nm, NADH buffer; stronger effect = higher value; 1 = no-compound wells, NADH background; fluorescence fold increase at 10 µM; 5.5% of 65,000 active;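 active = at 10 µM, mean starting fluorescence two-fold or more over control wells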;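 note: signal is the first read of a kinetic run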
M1 ag – M1 muscarinic receptor agonism. CHO-M1 cells, Fluo-4 calcium fluorescence, agonist mode; stronger effect = higher value. B-score at 10 µM. 3% of 64,000 active;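 active = fluorescence rise, raw or as B-score row- and column-corrected plate score, outside the 99.7% band of its plate's samples, either direction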
M1 antag – M1 muscarinic receptor (rat) antagonism | B-score at 10 µM | CHO-M1 cells, Fluo-4 calcium, ACh EC80 antagonist mode; stronger effect = lower value | P08482 | AID 628 | 3.4% of 64,000 active;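 active = calcium fluorescence response, raw or row-and-column corrected B-score, differing from the plate sample mean either way at a set confidence level, mostly lower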
NADH coupling – blocks coupling enzymes of NAD/NADH assays. 0.02% of 65,000 active. coupled PK/LDH NADH assays, four targets. IC50, µM (highest dose often 10 µM), without a hit: top-dose inhibition. AID 774;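 active = single-dose screening hits from any of four coupled enzyme assays that gave an IC50 when retested across doses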;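 note: the DPM-DC format reads NADH fluorescence rather than 340 nm absorbance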
HTR1A agonist – 5-HT1a (human) receptor agonism | 0.56% of 65,000 active | activation, % at 10 µM | AID 567 | P08908 | CHO 5-HT1a Ga15 NFAT-bla reporter, FRET ratio; 0% basal, 100% maximal reference agonist;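 active = activation above the screen-wide mean activation plus 3 SD, cut at about 19% in these data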;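 note: 0% = DMSO wells and 100% = 5-CT at EC100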
D1 allo mod – allosterically modulates the human D1 dopamine receptor. B-score at 10 µM. 5.9% of 58,000 active. AID 641. HEK293 D1, CRE-luciferase, dopamine EC30 potentiation; actives deviate in either direction. P21728;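 active = luminescence count or its row- and column-corrected plate score outside the 99.7% band of the plate's sample wells, on either side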
E coli RNAP – Escherichia coli RNA polymerase inhibition | AID 559 | P0A8V2 | E. coli RNA polymerase, fluorescence transcription assay | 0.2% of 62,000 active | inhibition, %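 (tested at 10 µM)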; in the data active = inhibition above about 20%;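 note: 0% = enzyme without compound and 100% = no enzyme blank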
Target sequence (P0A8V2 whole entry, looked up): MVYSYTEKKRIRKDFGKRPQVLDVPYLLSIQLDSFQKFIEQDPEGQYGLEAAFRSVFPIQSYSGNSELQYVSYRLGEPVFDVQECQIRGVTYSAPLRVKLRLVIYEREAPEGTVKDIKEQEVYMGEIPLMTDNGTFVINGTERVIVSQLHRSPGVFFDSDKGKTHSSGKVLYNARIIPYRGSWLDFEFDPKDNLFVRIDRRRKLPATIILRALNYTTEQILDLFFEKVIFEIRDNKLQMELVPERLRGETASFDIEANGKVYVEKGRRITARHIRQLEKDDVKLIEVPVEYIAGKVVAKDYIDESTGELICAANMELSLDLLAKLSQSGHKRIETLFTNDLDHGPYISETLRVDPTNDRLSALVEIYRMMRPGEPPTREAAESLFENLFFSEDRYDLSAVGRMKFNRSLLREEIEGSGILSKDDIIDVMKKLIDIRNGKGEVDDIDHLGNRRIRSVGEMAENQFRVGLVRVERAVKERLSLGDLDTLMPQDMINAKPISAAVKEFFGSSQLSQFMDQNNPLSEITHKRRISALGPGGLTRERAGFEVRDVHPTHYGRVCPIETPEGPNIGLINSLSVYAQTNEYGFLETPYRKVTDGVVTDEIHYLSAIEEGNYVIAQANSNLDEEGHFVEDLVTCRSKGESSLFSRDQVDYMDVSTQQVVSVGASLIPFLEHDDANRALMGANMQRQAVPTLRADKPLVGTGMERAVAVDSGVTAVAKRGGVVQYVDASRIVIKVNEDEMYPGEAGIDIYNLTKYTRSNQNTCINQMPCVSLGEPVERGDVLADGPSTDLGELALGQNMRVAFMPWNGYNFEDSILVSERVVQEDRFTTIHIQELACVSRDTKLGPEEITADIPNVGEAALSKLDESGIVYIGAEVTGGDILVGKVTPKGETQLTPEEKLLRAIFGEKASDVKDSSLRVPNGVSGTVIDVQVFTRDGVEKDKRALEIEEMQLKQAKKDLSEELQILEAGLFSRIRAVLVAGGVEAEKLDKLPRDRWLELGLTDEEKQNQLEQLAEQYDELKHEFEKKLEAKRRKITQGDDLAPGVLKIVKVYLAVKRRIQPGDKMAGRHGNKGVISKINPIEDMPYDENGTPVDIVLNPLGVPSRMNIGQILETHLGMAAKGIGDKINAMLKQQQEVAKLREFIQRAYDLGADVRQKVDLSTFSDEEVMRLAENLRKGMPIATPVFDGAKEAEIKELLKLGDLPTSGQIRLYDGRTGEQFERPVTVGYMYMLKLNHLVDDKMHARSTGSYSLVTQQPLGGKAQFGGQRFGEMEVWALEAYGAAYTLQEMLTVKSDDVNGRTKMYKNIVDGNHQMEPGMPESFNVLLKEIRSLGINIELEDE
Hsp90 inh – displaces geldanamycin probe from tumor Hsp90 | NCI-N417 lysate Hsp90, Cy3B-geldanamycin FP displacement | inhibition, % at 30 µM | 0.35% of 64,000 active | AID 429;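 active = inhibition above 50%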;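 note: 0% = tracer plus lysate wells and 100% = tracer alone without lysate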
HER2 expr 66K – inhibitors of human Her2 kinase expression; P04626; SKBR-3 HER2 protein level, AlphaScreen, 18-24 h; stronger effect = lower value; HER2 level % of control, % at 10 µM; 0.69% of 65,000 active; AID 645;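 active = HER2 level under 5% of the carrier-only control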;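 note: 100% = DMSO carrier and 0% = 500 nM PU-H71 HSP90 inhibitor; lower value means stronger loss of Her2 protein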
Starred values were filed as active, the others as inactive; · = no result given.

SMILES,NADH coupling,E coli RNAP,M1 ag,HER2 expr 66K,Fluor 339 460,M1 antag,Hsp90 inh,HTR1A agonist,D1 allo mod
CC1(C)Cc2c(C#N)c(N)sc(=S)c2CO1,15%,7,-0.36,106,1.1,-0.25,7,-3.1,9.1*
CCOc1ccc(OCC)c(NC(=O)C2CCCN2S(=O)(=O)c2cccc3cccnc23)c1 (centres undefined),4%,8,-0.018,81,1.1,0.054,-1,5.3,1.4
CC(C)N(CCCNC(=O)C1CCN(S(=O)(=O)N2CCOCC2)CC1)Cc1ccccc1,4%,6,0.058,83,1.1,-3.8*,-4,-3.3,-0.48
CCOc1ccc(NC(=O)C2CSC(c3ccncc3)=N2)cc1 (centres undefined),2%,4,-1.4,111,1.1,0.15,-4,2.7,0.32
C=CCn1c(SCC(=O)Nc2sccc2C(N)=O)nc2sc(C)c(C)c2c1=O,0%,8,0.96,40,1.1,0.0091,-7,6.1,-0.53
CC(=O)NCCn1c(SCc2ccccc2F)nc2ccccc2c1=O,5%,2,0.061,103,1.1,-0.1,0,-0.8,9.1*
Cc1nc2oc3c(NCC4CCCO4)ncnc3c2c2c1COC(C)(C)C2 (centres undefined),12%,7,-1.4,69,2.1*,0.36,0,2.9,6.4*
O=C(CSc1nnc2c(n1)[nH]c1ccc(F)cc12)OCc1ccccc1,2%,10,0.18,77,1,0.12,-3,0.0,-0.63
Cc1ccc(C(=O)OCC(=O)NCc2ccc3c(c2)OCO3)s1,8%,11,0.9,39,0.99,0.0071,-6,1.0,·
CC(=O)OC(C(=O)n1nc(C)cc1C)c1ccccc1 (centres undefined),5%,10,0.79,133,1.1,0.3,0,0.2,-0.36
CC(=O)NCCc1ccc(S(=O)(=O)NC2OC(=O)c3ccccc32)cc1 (centres undefined),3%,8,-0.63,94,1.1,1.3,-5,-2.9,-0.82
CCC1S/C(=C(\C#N)C(=O)NCc2ccco2)N(c2ccc(F)cc2)C1=O (centres undefined),5%,10,0.094,89,1.2,0.057,-1,-0.1,1.3
COc1ccc(-c2sccc2C(C)C(=O)O)cc1 (centres undefined),9%,-5,0.72,84,1.1,-0.59,-3,-2.2,0.9
CCOc1ccc(NC(=O)N2CCC(n3c(=O)[nH]c4ccccc43)CC2)cc1,5%,0,1.6,96,1.1,-0.078,0,-0.8,·
CCCS(=O)(=O)N1CCN(CC2CC3C=CC2C3)CC1 (centres undefined),13%,-12,3.1*,81,1.1,0.59,-3,-4.6,0.47
CC1(C)NC(=O)N(CC(O)CN(Cc2ccccc2)Cc2ccccc2)C1=O (centres undefined),10%,9,-0.93,78,1,-0.19,-2,0.2,-0.46
O=C(OCC(=O)N1CCN(C(=O)c2ccco2)CC1)c1sc2cc(F)ccc2c1Cl,5%,3,0.044,121,1.1,0.69,1,-5.2,-0.38
O=C(c1ccncc1)c1nccn1-c1ccccn1,6%,9,-0.5,79,1.1,0.085,·,-1.3,0.052
O=S(=O)(NC1CC1)c1ccc(S(=O)(=O)N2CCN3CCCC3C2)cc1 (centres undefined),4%,-2,0.71,102,1.1,-0.67,-2,-1.1,0.15
CCCC(=O)Nc1ccc(S(=O)(=O)Nc2cc(C)nc(C)n2)cc1,2%,4,-0.37,96,1.1,0.69,-3,-2.8,-0.062

Other records.
SMILES,NADH coupling,E coli RNAP,M1 ag,HER2 expr 66K,Fluor 339 460,M1 antag,Hsp90 inh,HTR1A agonist,D1 allo mod
CCOc1ccc(NC(=O)c2cccc3c2C(=O)N(Cc2cccnc2)C3)cc1,5%,7,-0.12,181,1.1,0.35,-5,-1.2,1.8
O=C(CSc1nnc(-c2ccc(O)cc2)n1Cc1ccco1)c1cccs1,4%,6,-0.17,77,1.1,0.19,-4,-3.7,0.74
COc1ccccc1C(=O)Nc1ccc(N2CCN(S(C)(=O)=O)CC2)cc1,4%,5,-0.027,125,1.1,0.95,2,-3.1,-0.22
CCCCn1c(=O)n(CC(=O)Nc2ccc(C)c(Cl)c2)c(=O)c2c1ncn2Cc1ccco1,5%,5,-0.48,·,1.2,-0.72,·,-0.9,-0.65
Cc1cc(=O)oc(C)c1C(=O)N[C@@H]1CCCCNC1=O,4%,10,-0.85,93,1.1,0.74,-2,0.6,0.32
CCCCN1Cc2cc(C(=O)c3cc(F)ccc3O)cnc2NC1=O,5%,4,-0.19,78,1.4,-0.28,-1,-1.1,0.3
CCN1CCN(C(c2cccs2)C(C)NC(=O)CC(C)C)CC1 (centres undefined),4%,4,-2.7*,100,0.99,1.1,0,-1.1,4.7*
O=C1c2ccccc2C(=O)C12Cc1ccccc1N1CCN(c3ccccc3)CC12 (centres undefined),4%,6,-0.061,77,1.1,0.053,-7,0.6,1.7
CCCc1ccc(C(=O)CCC(=O)O)cc1,3%,5,0.29,100,1.1,0.29,·,-0.7,·
Cc1ccc(C)c(CN2C(=O)C3(OCCCO3)c3ccccc32)c1,2%,3,-0.32,99,1.1,0.32,-5,-4.6,0.73
Cc1ccc(S(=O)(=O)NCCc2ccncc2)cc1,1%,5,0.53,86,1,0.018,-6,-1.2,0.44
CC(C)N1CCc2c(sc(N)c2C#N)C1,7%,6,13,98,1.5,0.084,-23,0.9,-0.38
Cn1c(C(=O)Nc2ccc3c(c2)OCCO3)cc2sccc21,2%,8,0.55,65,1.1,-0.54,-5,-1.6,-2.7*
COc1ccc(S(=O)(=O)N2CCN(C3CCN(Cc4ccccc4)CC3)CC2)cc1,6%,5,0.81,83,1.1,-11*,-3,-0.2,0.0017
CCn1c(=O)cc(OCC(=O)Nc2ccc(C)cn2)c2ccccc21,8%,14,1.9,52,1,-0.14,-4,-4.8,-0.7
Cc1cc(C)nc(-n2nc(C)cc2NC(=O)c2cc3ccccc3oc2=O)n1,5%,4,2.5,70,1.1,0.52,0,-2.2,·
CC(=O)Nc1ccc(N2CCN(Cc3ccccc3F)CC2)cc1,3%,-1,-0.0094,99,1.1,-0.15,-6,0.0,-0.72
COc1ccc2cc(CN(CC3COCCO3)S(=O)(=O)c3ccc(Cl)cc3)c(=O)[nH]c2c1 (centres undefined),10%,-3,-0.39,33,1.6,-0.082,-2,0.9,2
COC(=O)c1ccc(CSc2ncnc3c2oc2ccccc23)o1,2%,7,0.56,74,1.1,-0.077,-1,0.4,-0.52
COc1ccccc1N(CC(=O)Nc1ccccc1C(=O)NC(C)C)S(C)(=O)=O,1%,6,-0.43,92,1.1,-0.025,3,0.2,1.2

Following part
SMILES,NADH coupling,E coli RNAP,M1 ag,HER2 expr 66K,Fluor 339 460,M1 antag,Hsp90 inh,HTR1A agonist,D1 allo mod
Cn1cnnc1SCC(=O)N1CCC(Cc2ccccc2)CC1,5%,-1,0.29,108,1.1,-0.42,0,-2.3,0.04
CC(C)c1nnc(NC(=O)CCC(=O)Nc2ccc(F)cc2)s1,3%,·,0.25,81,1.1,0.14,-2,-0.4,-0.43
CC(=O)Nc1cccc(OCC(O)Cn2cnc3ccccc32)c1 (centres undefined),2%,-1,1,136,1,0.4,-1,-2.8,-0.7
CC(C)(C)Nc1nc(C(N)=O)nc(N2CCOCC2)n1,5%,·,0.023,96,1.1,0.67,-10,-1.7,0.99
CC(=O)c1ccc(Oc2ncnc3sccc23)c(CN2CCOCC2)c1,8%,·,-2.8*,98,1,0.029,-5,-0.6,-1.2
Cc1ccc(-c2nnc3ccc(SCC(=O)N4CCCCC4)nn23)cc1,7%,2,0.017,78,1.2,0.017,-2,-1.2,-0.58
CCc1[nH]c(=O)c(C#N)c2c1CCCC2,1%,1,-0.51,121,1.4,0.62,-2,0.9,·
O=C(OC1CCOC1=O)c1ccc(S(=O)(=O)N2CCCCCC2)cc1 (centres undefined),2%,3,0.85,100,1,0.75,1,-3.4,-0.036
O=C(OCC(=O)c1ccco1)c1ccc2ncsc2c1,8%,-3,0.36,102,1.1,-0.15,-3,-2.9,0.67
CC(=O)CCc1ccc(OC(=O)c2cccnc2)cc1,2%,8,1.1,120,1.1,1.1,·,1.1,-0.087
O=C(NCCc1cn2ccccc2n1)c1ccccc1F,4%,-2,-1.1,71,1.1,0.39,3,-4.1,-1.5
CCOC(=O)NC(=O)CSc1nc(C)cc(C(F)(F)F)c1C#N,6%,9,1.5,118,1,-1.1,-2,-0.1,-0.16
CNS(=O)(=O)c1cccc2nsnc12,5%,4,0.48,94,1.1,-1.5,-4,-0.9,-0.66
CCC(=O)N(Cc1cc2cccc(C)c2[nH]c1=O)c1ccccc1OC,3%,1,0.92,73,1.4,0.47,-1,-2.8,0.31
Nc1ncnc2c1ncn2C1CCC(CO)C(O)C1 (centres undefined),3%,-4,-0.61,78,1.1,-0.28,·,-3.8,-0.5
COc1ccccc1N1C(=O)CC(N2CCc3ccccc32)C1=O (centres undefined),7%,·,·,101,1.1,·,2,-1.3,0.84
CC(C)NC(=O)C1CCN(Cc2cnn(-c3ccccc3)c2-n2cccc2)CC1,7%,10,-0.46,118,1.1,0.99,-6,0.9,·
CCCc1cc(C(N)=O)c(NC(C)=O)s1,7%,8,-0.09,88,1,0.036,-18,-2.5,·
CCOc1ccc(S(=O)(=O)Nc2ccccc2C(=O)Nc2ccccc2N2CCOCC2)cc1,2%,10,-0.065,78,1,0.068,-1,-1.5,0.17
Cc1cc(C)nc(/N=C/c2c(O)n(C)c(=O)n(C)c2=O)n1,2%,3,0.11,91,1,1.2,·,0.0,-0.29

Ordered by length of the SMILES (high to low): 5 of the compounds above
SMILES,NADH coupling,E coli RNAP,M1 ag,HER2 expr 66K,Fluor 339 460,M1 antag,Hsp90 inh,HTR1A agonist,D1 allo mod
CCOC(=O)NC(=O)CSc1nc(C)cc(C(F)(F)F)c1C#N,6%,9,1.5,118,1,-1.1,-2,-0.1,-0.16
CC(C)c1nnc(NC(=O)CCC(=O)Nc2ccc(F)cc2)s1,3%,·,0.25,81,1.1,0.14,-2,-0.4,-0.43
COc1ccccc1N1C(=O)CC(N2CCc3ccccc32)C1=O (centres undefined),7%,·,·,101,1.1,·,2,-1.3,0.84
CC(C)(C)Nc1nc(C(N)=O)nc(N2CCOCC2)n1,5%,·,0.023,96,1.1,0.67,-10,-1.7,0.99
CCc1[nH]c(=O)c(C#N)c2c1CCCC2,1%,1,-0.51,121,1.4,0.62,-2,0.9,·

Next part
SMILES,NADH coupling,E coli RNAP,M1 ag,HER2 expr 66K,Fluor 339 460,M1 antag,Hsp90 inh,HTR1A agonist,D1 allo mod
CCc1ccc2nc3c(c(C(=O)O)c2c1)CCC3,7%,7,0.28,90,1.1,0.35,-17,-0.1,0.66
CCn1cc(C(=O)NCCCN(C)C)c(=O)c2cc(F)c(N3CCN(C)CC3)cc21,4%,7,0.17,110,1.6,-2,-3,-0.5,·
COc1ccc(CNC(=O)Nc2ccc(C)cc2)cc1,8%,1,0.31,84,1.1,1.1,-3,0.6,-0.67
O=C(NCC12CC3CC(C1)CC(CNC(=O)N1CCCC1)(C3)C2)N1CCCC1,3%,11,-1.5,98,1,0.28,0,-2.0,1
O=C(O)C1CCCCC1C(=O)Nc1ccccc1Nc1ccccc1 (centres undefined),3%,·,0.53,78,1.1,0.56,-2,-1.3,-1.6
C=CCN1C(=Nc2cccnc2)SCC1(O)c1ccc(C)cc1 (centres undefined),4%,3,2,36,1.1,-2.2*,-5,-2.7,-0.19
CCOC(=O)C1=C(C)N=C2SC(CC)C(=O)N2C1c1cccc(F)c1 (centres undefined),8%,1,1.5,87,0.95,-0.086,-1,-1.7,-0.14
CCOC(=O)c1[nH]c(C)c(/C(O)=C2\C(=O)C(=O)N(CCN(C)C)C2c2ccc(C)o2)c1C (centres undefined),8%,9,0.46,49,1.1,-0.55,-1,-3.4,-0.44
O=C1CC(c2ccccc2)CC2=C1CN(C1CCCCC1)CN2 (centres undefined),7%,-1,-0.054,44,1.1,-0.15,4,-0.8,·
O=C(CCN1C(=O)C2CC=C(Cl)CC2C1=O)NC1CCCCC1 (centres undefined),6%,-2,-0.29,79,1,-0.17,-4,-1.9,-0.08
